# ALOX12 inh: ALOX12 (human) lipoxygenase inhibition; AID 1671190; P18054; 1.1% of 580,000 active; purified 12hLO, xylenol orange hydroperoxide absorbance; Potency, µM (series often up to 108 µM), without a hit: top-dose activity change, negative = inhibition, most hits filed as inhibitors; active = well fitted inhibition curve with a large enough effect; inconclusive = small, poorly fitted or top-dose-only effect, or another doubt; inactive = no such curve, though single readings can be large or run the other way
# Target sequence (P18054 whole entry, looked up): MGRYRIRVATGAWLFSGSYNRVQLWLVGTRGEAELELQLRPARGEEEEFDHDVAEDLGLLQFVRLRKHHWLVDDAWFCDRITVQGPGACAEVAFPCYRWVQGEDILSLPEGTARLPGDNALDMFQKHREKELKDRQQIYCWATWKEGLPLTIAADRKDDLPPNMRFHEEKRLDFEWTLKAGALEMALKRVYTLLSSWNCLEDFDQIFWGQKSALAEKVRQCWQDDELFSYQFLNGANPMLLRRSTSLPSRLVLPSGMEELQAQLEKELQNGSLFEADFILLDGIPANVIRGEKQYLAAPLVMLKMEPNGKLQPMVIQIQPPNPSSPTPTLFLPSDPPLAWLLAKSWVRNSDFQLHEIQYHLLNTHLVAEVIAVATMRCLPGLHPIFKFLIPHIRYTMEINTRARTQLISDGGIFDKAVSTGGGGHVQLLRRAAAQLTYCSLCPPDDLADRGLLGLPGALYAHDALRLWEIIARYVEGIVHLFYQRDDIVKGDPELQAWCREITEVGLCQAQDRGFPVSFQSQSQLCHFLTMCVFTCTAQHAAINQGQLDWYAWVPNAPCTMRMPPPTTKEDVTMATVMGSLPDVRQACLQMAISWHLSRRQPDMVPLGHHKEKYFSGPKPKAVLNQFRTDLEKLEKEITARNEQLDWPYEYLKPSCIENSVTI
#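 Purified human 12hLO at 150 nM in 25 mM Hepes, 0.01% Triton X-100, pH 7.0, preincubated 15 min at room temperature with compound. Reaction started with 40 uM arachidonic acid, 30 min at room temperature. Hydroperoxide measured by Fe-xylenol orange, 573/405 nm absorbance ratio.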
# Numbers without * were called inactive; ? = inconclusive; & = joins results of further samples; [ ] = dose if it differs, or a comment. % is set by controls: 0 for no effect and ±100 for the full control effect; potency is the fitted concentration of half-maximal effect. These rows are one share of the data; the hit share may differ from the screen's.
SMILES,ALOX12 inh
COC(=O)C1=C(C)N(Cc2ccc(C(F)(F)F)cc2)C(=NCc2ccccc2)NC1c1ccccc1C(F)(F)F (stereo not drawn),-3.4%
CS(=O)(=O)N1CCC(C2CCN(C(=O)NCCc3ccccc3)C2)CC1 (stereo not drawn),-7.8%
CC(C)(C)c1cc(C#N)cc(C(C)(C)C)c1O,?
COCCN1C(=O)C(=O)/C(=C(/O)c2ccc(OC)cc2C)C1c1ccncc1 (stereo not drawn),?
COCCn1c(C)cc(C(=O)Cn2cnc3c2c(=O)n(C)c(=O)n3C)c1C,-9.4%
CCC(C)NC(=O)c1ccccc1NS(=O)(=O)c1ccc(F)c(C(=O)O)c1 (stereo not drawn),-2.5%
CC(NC(=O)C1CCCCC1)c1ccccc1 (stereo not drawn),5.0%
COc1ccc(C2NC(=S)NC(C)=C2C(C)=O)c(OC)c1 (stereo not drawn),?
O=C(c1scc2c1OCCO2)N1CCCC(N2CCN(c3cccc(Cl)c3)CC2)C1 (stereo not drawn),75.1%[activator]
O=C(CSc1ncnc2ccccc12)Nc1cc(F)ccc1F,-0.7%
COc1ccc(N2CCC(N)C2=O)cc1 (stereo not drawn),32.5%[activator]
CCOc1cc(/C=C(\C#N)c2nc3ccccc3[nH]2)ccc1OCc1ccccc1,3.7%
NCCn1cc(C(=O)NCCc2noc(-c3ccccc3)n2)nn1,0.4%
CN(Cc1cccc(C(F)(F)F)c1)C(=O)c1ccc(F)cc1,32.0%[176 µM]
COc1cccc(CN2C[C@@H](F)[C@@H](OCc3nc4ccccc4[nH]3)C2)n1,37.4%[activator][176 µM]
Cn1cc(-c2cnc(Nc3ccc(N4CCOCC4)cc3)c3c2CCO3)cn1,?
O=C1CCCN1CCC1CCN(Cc2cccc(OCC(O)CN3CCOCC3)c2)CC1 (stereo not drawn),27.3%
COc1ccc(CN2Cc3[nH]cnc3C[C@H]2c2nc(Cc3ccccc3)no2)cc1,117.9%[activator][176 µM]
CCCc1nc(CC)n2cc[nH]c(=O)c12,42.6%[activator]
CC(C)(C(=O)O)c1cnc(N2C[C@@H](CO)[C@H](CO)C2)nc1N1CCOCC1,50.8%[activator]
COc1ccc(NC(=O)Cn2ccn3nc4c(c3c2=O)CCCCC4)cc1OC,7.3%
Cc1noc([C@@H]2CC(F)(F)CN2C(=O)c2ccoc2)n1,34.1%[activator]
O=C(COC(=O)C12CC3CC(CC(O)(C3)C1)C2)Nc1ccc([N+](=O)[O-])cc1Cl,?
COCC(=O)N1CCN(C(=O)C(=O)c2cccc(C(F)(F)F)c2)CC1,-6.3%
CCCCNC(=O)c1cc2cc(OCC)ccc2n1C,-4.3%

# Pulled by compound from the entries so far, three records:
SMILES,ALOX12 inh
COc1ccc(C2NC(=S)NC(C)=C2C(C)=O)c(OC)c1 (stereo not drawn),?
CCC(C)NC(=O)c1ccccc1NS(=O)(=O)c1ccc(F)c(C(=O)O)c1 (stereo not drawn),-2.5%
O=C1CCCN1CCC1CCN(Cc2cccc(OCC(O)CN3CCOCC3)c2)CC1 (stereo not drawn),27.3%

# Shown bar-delimited: 2 of the compounds above
compound | ALOX12 inh
O=C(CSc1ncnc2ccccc12)Nc1cc(F)ccc1F | -0.7%
COc1ccc(N2CCC(N)C2=O)cc1 (stereo not drawn) | 32.5%[activator]

# (listing goes on)
SMILES,ALOX12 inh
Cc1ccc(C(=O)N2CCN(c3cc(-c4ccc(Cl)cc4)[nH]n3)CC2)cc1F,22.5%
CC(=O)c1ccc(F)c(-c2cc(C)cc3c2OC(CNC(=O)Cc2c[nH]c4ccccc24)C3)c1 (stereo not drawn),11.6%
CSc1ccc(-c2ccccc2CN)cc1,14.9%[12.5 µM]
O=S(=O)(N1CCOCC1)N1CCCC(c2ccccc2)(c2ccccc2)C1,52.8%[activator]
CCC(CC)NC(=O)C1Cn2cccc2C(=O)N1C (stereo not drawn),24.6%
COCc1c(C(=O)N2CCN(C3CCCC3)CC2)cnn1-c1nccc(-c2cc(C)sc2C)n1,6.2%
Cn1c(=O)c2c(nc(NCCO)n2Cc2ccc(Cl)cc2)n(C)c1=O,0.2%
CN(C)CC(=O)N1Cc2ccccc2CC2(CCCN(CC3CCNC3)C2)C1 (stereo not drawn),?
COC(=O)[C@]12C[C@H](CC(=O)NCc3ccc(OC)c(OC)c3)C(=O)N(CCC3=CCCCC3)C1=C[C@H](COCc1ccccc1)O[C@@H]2C,11.9%
CN1C[C@@H](F)[C@@H](OCc2nc3ccc(F)cc3[nH]2)C1,37.1%[activator][176 µM]
Cc1noc(C)c1S(=O)(=O)N1CCC(c2noc(-c3ccccc3)n2)C1 (stereo not drawn),22.6%
O=C(COc1ccccc1)Nc1ccc(-c2nnc3n2CCCC3)cc1,28.2µM*
CN(C)C[C@H]1O[C@@H](CO)[C@@H](O)[C@H]1N1CCN(C)CC1,?
COC(=O)[C@@H]1Cc2c([nH]c3ccccc23)[C@H]2C[C@@H](NCCN(C)C)C[C@@H](c3ccc(F)cc3)N21,7.0%
COc1cccc(-c2nc3cc4c(cc3cc2CN(C(=O)c2cccs2)C2CC2)CCC4)c1OC,14.6%
CN1CCN(c2cc(C(=O)Nc3ccc4c(c3)-c3c(c(C(N)=O)nn3-c3ccc(F)cc3)CC4)c(Cl)cn2)CC1,?
CCOC(=O)/C(=C\Nc1ccc(OCc2ccccc2)cc1)NC(=O)c1ccccc1,-3.7%
COc1ccc(-c2cc(N3CCC(NC(=O)c4ccccn4)C3)n[nH]2)cc1 (stereo not drawn),83.7%[activator]
C[C@H]1[C@@H]2[C@@H](O)C([C@H](C)C(=O)NCc3ccccn3)CC[C@@]2(C)CC[C@@H]1NC(=O)Cc1ccccc1 (stereo partly drawn),27.3%
Cc1onc(-c2ccccc2)c1C(=O)N1CCN(C(=O)C(=O)c2cccc(C(F)(F)F)c2)CC1,4.6%
CCCc1cc(=O)oc2cc(OCc3cc(C(C)=O)ccc3OC)ccc12,3.5%
CCOC(=O)C(NC(=O)COc1c(C)cc(C)cc1C)C(=O)OCC,6.2%
CC(NCc1cccc(C#N)c1)c1cccc(Br)c1 (stereo not drawn),-15.8%
CCOC(=O)C(C)N1CCOc2c(O)cc(-c3cccc(Cl)c3)cc2C1 (stereo not drawn),?
COCCNC(=O)CCCN1C(=O)COc2ccc(C(=O)COc3ccccc3OC)cc21,57.0%[activator]
# The listing continues.
SMILES,ALOX12 inh
Cc1cc(C)c(S(=O)(=O)NCCn2c(C)cnc2C2CCC2)cc1C,7.8%
CC(C)NC(=O)c1cc(-c2ccccc2F)cc2c1OCCN2Cc1cccnc1,15.4%[176 µM]
COCCNC(=O)CC[C@]12CC[C@](C)(O)C[C@H]1C(C)(C)C[C@@H]2NC1CCN(C(C)=O)CC1,-11.2%
Cc1c(CCOc2ccc(C(=O)O)cc2)c2cc(Cl)ccc2n1C(c1ccccc1)c1ccccc1,-13.0%[57.4 µM]
Cc1ccc(C(=O)N2CCc3nc(-c4ccc(Cl)cc4)nc(-c4ccccc4)c3C2)cc1,4.5%&13.3%
CC(C)N1CCCC(CNC(=O)c2ccccc2C(F)(F)F)C1 (stereo not drawn),119.1%[activator]
O=C(Cn1nc2n(c1=O)CCCC2)NCCC1=CCCCC1,61.1%[activator]
O=C(NCC(=O)N1CCCC1c1ccccc1)c1ccc(F)cc1 (stereo not drawn),6.0%
O=C(CC1CCc2ccccc21)N1CCN(S(=O)(=O)N2CCCC2)CC1 (stereo not drawn),-4.4%
O=C1CCC2(CCN1Cc1ccccc1)CCN(S(=O)(=O)c1cccs1)CC2,-11.3%
CC(C)(C)CN1CCOC[C@H]1c1ncc(-c2ccc(Cl)s2)[nH]1,?
COc1cc2c(cc1OC)C(C[C@H]1CN(S(=O)(=O)c3ccc(F)cc3)CC[C@H]1CC(=O)O)=NCC2,-29.8%
O=C(NCCN1CCCC1)C1CCN(c2nnc(-n3cccc3)s2)CC1,3.4%
CCC(C)Nc1nc(-c2ccc(NC(C)=O)cc2)cs1 (stereo not drawn),?
O=C(Cc1cccc(C(F)(F)F)c1)NC1CCN(Cc2ccccc2)CC1,-1.1%
Cc1cc(-c2cc3c(cn2)CN(Cc2ccc(F)c(F)c2)CCN3)ccn1,17.6%[176 µM]
CCCCN(CC)c1ccc(NC(=O)c2ccccc2F)cc1C(=O)O,?
CCN(CC1CCCO1)C(=O)c1ccccc1OC1CCN(C(=O)c2cccnc2)CC1 (stereo not drawn),-5.3%
O=C(NCc1ccnc2[nH]ccc12)c1cccc(Cl)c1,5.4%[176 µM]
CCC1c2nccn2CCCN1C(=O)c1ccc(OC)nc1OC (stereo not drawn),-2.4%
Cc1cnc(CC2CC(=O)N(c3ccccc3)C2)nc1N(C)C (stereo not drawn),46.1%[activator]
CCCc1noc(-c2ccn3c(CNC(=O)c4ccc(N(C)C)cc4)nnc3c2)n1,44.7µM*

# A draw from above in order of count of non-hydrogen atoms, highest first.
SMILES,ALOX12 inh
O=C1CCC2(CCN1Cc1ccccc1)CCN(S(=O)(=O)c1cccs1)CC2,-11.3%
O=C(CC1CCc2ccccc21)N1CCN(S(=O)(=O)N2CCCC2)CC1 (stereo not drawn),-4.4%
CCC1c2nccn2CCCN1C(=O)c1ccc(OC)nc1OC (stereo not drawn),-2.4%

# Exported field by field: 2 of the compounds above
O=C(NCC(=O)N1CCCC1c1ccccc1)c1ccc(F)cc1 (stereo not drawn)
  ALOX12 inh: 6.0%
O=C1CCC2(CCN1Cc1ccccc1)CCN(S(=O)(=O)c1cccs1)CC2
  ALOX12 inh: -11.3%

# Screening data (PubChem)
